High-throughput results as filed in PubChem BioAssay.
RGS4 pot – RGS4 potentiation or activation. HEK293 M3R/inducible RGS4, carbachol calcium flux Fluo4; stronger effect = lower value. B-score at 10 µM. hit rate 0.92% among 310,000;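 active means B-score of the integrated calcium signal more than 4 SD below the library mean, with starting fluorescence not abnormally high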;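 further: negative B-score means reduced calcium response which marks RGS4 activation or potentiation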
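Assay system: Inducible-RGS4 HEK293 cells carrying M3 receptor | Schedule: Compound preincubation 20 min at room temperature before agonist | Signal: Kinetic calcium fluorescence imaging with Fluo4-AM dye, 2 µM | Read-out basis: B score from integrated fluorescence ratio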
KCNQ1 act – potentiators or activators of human KCNQ1 potassium channel; P51787; hit rate 0.35% among 310,000; AID 2648; CHO-K1 KCNQ1, thallium flux FluxOR fluorescence; stronger effect = higher value; B-score at 10 µM;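 active means fluorescence ratio B-score, a plate-corrected score, at least three library SD, with initial intensity B-score within 5 SD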
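Material: CHO-K1 cells stably expressing KCNQ1. Medium: assay buffer for compound exposure, DMSO matched across wells. Reagent: K+/Tl+ depolarizing stimulus. Compound dosing: single-concentration screen. Times: 37 °C overnight plating, 90-min dark dye load, 20-min compound pretreatment. Technique: FluxOR Tl+ flux fluorescence.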
hERG protect – hERG (human) protection from proarrhythmic block; Q12809; hit rate 0.51% among 310,000; CHO-hERG, FluxOR thallium flux, dofetilide IC70 present; activation (rescue from dofetilide block), less the hit threshold, % at 10 µM;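 active means activation above the mean of controls blocked by dofetilide plus 5 SD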;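 further: thallium influx through hERG after potassium depolarization seen as dye fluorescence rise; in these data hits start at about 4.7%; inactives centre near -7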
Target sequence (Q12809 whole entry, looked up): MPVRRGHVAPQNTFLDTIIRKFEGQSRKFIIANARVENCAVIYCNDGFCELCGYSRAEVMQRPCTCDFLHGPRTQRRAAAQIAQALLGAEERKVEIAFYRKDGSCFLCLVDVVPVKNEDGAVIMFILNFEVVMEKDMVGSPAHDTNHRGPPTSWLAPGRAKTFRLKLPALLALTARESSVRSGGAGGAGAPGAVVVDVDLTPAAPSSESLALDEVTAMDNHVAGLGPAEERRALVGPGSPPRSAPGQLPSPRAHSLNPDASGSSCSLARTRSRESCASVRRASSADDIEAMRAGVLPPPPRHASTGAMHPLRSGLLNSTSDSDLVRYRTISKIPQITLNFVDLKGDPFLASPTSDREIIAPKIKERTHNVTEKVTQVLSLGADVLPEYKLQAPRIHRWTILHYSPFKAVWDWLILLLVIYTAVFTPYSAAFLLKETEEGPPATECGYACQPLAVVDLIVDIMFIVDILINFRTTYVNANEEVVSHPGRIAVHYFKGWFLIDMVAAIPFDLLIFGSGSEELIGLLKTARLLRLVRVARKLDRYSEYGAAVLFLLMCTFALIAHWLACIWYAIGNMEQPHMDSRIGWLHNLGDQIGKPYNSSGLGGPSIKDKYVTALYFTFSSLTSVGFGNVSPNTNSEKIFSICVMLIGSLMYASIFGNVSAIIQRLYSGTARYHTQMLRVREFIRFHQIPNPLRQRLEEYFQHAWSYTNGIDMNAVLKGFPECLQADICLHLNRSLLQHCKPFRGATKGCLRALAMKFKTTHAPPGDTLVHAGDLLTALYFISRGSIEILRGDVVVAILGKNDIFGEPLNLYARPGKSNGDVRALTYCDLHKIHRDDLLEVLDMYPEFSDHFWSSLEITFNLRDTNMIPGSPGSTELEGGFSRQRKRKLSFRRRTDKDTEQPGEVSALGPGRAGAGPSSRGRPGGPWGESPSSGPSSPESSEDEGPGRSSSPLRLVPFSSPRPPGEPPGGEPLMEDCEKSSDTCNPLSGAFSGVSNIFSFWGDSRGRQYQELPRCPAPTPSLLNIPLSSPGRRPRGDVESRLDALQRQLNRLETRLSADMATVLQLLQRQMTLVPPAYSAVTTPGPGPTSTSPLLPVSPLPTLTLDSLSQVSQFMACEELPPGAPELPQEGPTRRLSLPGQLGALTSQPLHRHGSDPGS
MrgX1 allo act – human MrgX1 positive allosteric modulation, primary screen; B-score at 10 µM; Q96LB2; AID 588675; hit rate 0.63% among 310,000; MrgX1-HEK293, Fluo-4 calcium flux, FDSS; stronger effect = higher value;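 active means plate-corrected calcium response at least 3 library SD above typical, normal starting fluorescence, not activating the receptor alone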;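 further: compound read alongside a low EC10 to EC30 dose of BAM8-22 agonist; peak minus trough fluorescence over baseline measured at the second addition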
KCNK9 block – blocks the human KCNK9 two-pore domain potassium channel; Q9NPC2; HEK293 KCNK9, FluxOR thallium flux fluorescence; stronger effect = lower value; B-score at 10 µM; hit rate 1.2% among 310,000; AID 488922;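 active means ratio B-score over 3 SD below the library mean, with starting fluorescence within 5 SD of its mean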;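 further: negative B-score means less thallium flux so channel inhibition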
ANO1 activ – activators or potentiators of mouse TMEM16A chloride channel. Q8BHY3. HEK293 TMEM16A/YFP-H148Q/I152L, iodide quench fluorescence; stronger effect = lower value. B-score at 10 µM. hit rate 0.3% among 340,000;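 active means fluorescence-ratio B-score plate-corrected deviation score at least 3 library SD below zero, with starting fluorescence score within 5 deviations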;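 further: channel opened by trigger with iodide after compound preincubation; score built on the fluorescence ratio of max minus min over baseline; more negative score means more quench and so TMEM16A activation or potentiation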
TMEM16A inh – inhibitors of mouse TMEM16A calcium-activated chloride channel | Q8BHY3 | HEK293 TMEM16A/YFP iodide influx fluorescence, ionomycin | normalized B-score (activity score, 25-100; higher = stronger inhibition) at 10 µM | hit rate 1.2% among 310,000 | AID 588511;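 active means ratio plate-corrected score three or more library SD toward inhibition, starting fluorescence score within five deviations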;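 further: score derived from kinetic fluorescence span divided by baseline fluorescence per well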
MrgX1 agonist – agonists of human MrgX1 receptor | AID 588627 | hit rate 0.44% among 310,000 | MrgX1-HEK293 cells, Fluo-4 calcium fluorescence, agonist mode; stronger effect = higher value | Q96LB2 | B-score at 10 µM;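 active means calcium response B-score plate-corrected fluorescence ratio at least 3 library SD, with starting fluorescence B-score inside 5 SD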
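Assay system: stable human MrgX1 HEK293 cell line. Quantity: 15,000 cells per well. Schedule: cells plated overnight, dye loaded 0.5 h 37 °C, 0.5 h room temperature. Detection: Fluo-4 NW calcium-flux fluorescence, kinetic read. Read-out basis: peak-minus-minimum fluorescence over baseline, converted to B scores. Control set: positive and negative control wells on each plate.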
KCNQ1 block – inhibitors of human KCNQ1 potassium channel; CHO-K1 KCNQ1, FluxOR thallium flux fluorescence; stronger effect = higher value; hit rate 1.3% among 310,000; P51787; B-score at 10 µM;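 active means compounds whose thallium flux B-score, printed positive for inhibition, exceeds three library SD while starting fluorescence stays within three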;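 further: channel opened by potassium depolarization with thallium stimulus after 20 min compound exposure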
KCNK3 block – human KCNK3 channel inhibition, primary screen; hit rate 0.84% among 340,000; B-score at 10 µM; O14649; CHO-KCNK3 thallium flux, FluxOR fluorescence; stronger effect = lower value; AID 602410;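 active means B-score under library mean minus 4 SD, starting fluorescence ratio at most library mean plus 5 SD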;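 further: more negative B-score means stronger inhibition of thallium flux through KCNK3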
RGS4 block – human RGS4 inhibition. P49798. HEK293 M3R/RGS4 inducible, Fluo-4 calcium flux; stronger effect = higher value; triggered by carbachol at its EC20. B-score at 10 µM. hit rate 0.45% among 310,000;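 active means B-score, a plate-corrected calcium signal, over three deviations above library mean, with baseline fluorescence within five deviations of library mean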;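 further: RGS4 expression induced by doxycycline in cells with stable M3 receptor; B-score is computed from the integrated fluorescence ratio over baseline after carbachol; higher B-score means a larger calcium signal and so more RGS4 inhibition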
* hit, by the source's call; i = inactive; / = no result given.

SMILES	RGS4 pot	KCNQ1 act	hERG protect	MrgX1 allo act	KCNK9 block	ANO1 activ	TMEM16A inh	MrgX1 agonist	KCNQ1 block	KCNK3 block	RGS4 block
O=C(COc1ccc(Cl)cc1)NCc1nnc(SCC(=O)Nc2ccccc2)o1	i	i	-7	i	i	i	i	i	i	i	i
O=C(Nc1cccc(Cl)c1N1CCCC1)c1cccc(-c2cc3ccccc3oc2=O)c1	i	i	-8	i	-7.1*	i	i	i	i	i	i
O=C(CN1CCN(c2ccc(F)cc2)CC1)Nc1ccccc1[N+](=O)[O-]	i	i	-10	i	i	i	i	i	i	i	i
O=C(C1CCCCC1)N1CCN(c2ncccn2)CC1	i	i	-8	i	i	i	i	i	i	i	i
CCCc1nc2nc(C)c(NS(=O)(=O)c3ccc(F)cc3)c(=O)n2[nH]1	i	i	-3	i	i	i	i	i	i	i	i
O=C(CCN1CCN(CC(=O)Nc2ccccc2Cl)CC1)Nc1ccccc1F	i	i	-7	i	i	i	i	i	i	i	i
CC(C)N(C(=O)Cn1cc(S(=O)(=O)CC(=O)NCc2ccc(F)cc2)c2ccccc21)C(C)C	i	i	-10	i	i	i	i	i	i	i	i
COc1cccc2sc(N(CCCN(C)C)C(=O)c3ccc(S(=O)(=O)N4CCc5ccccc5C4)cc3)nc12	i	i	-22	i	i	i	i	i	i	i	i
COCCn1c(C)nnc1SCC(=O)NNC(=O)c1ccc(Br)cc1	i	i	-8	/	i	i	/	/	i	i	i
C=C1CC[C@H](O)C/C1=C/C=C1\CCC[C@]2(C)[C@@H]([C@H](C)/C=C/[C@H](C)C(C)C)CC[C@@H]12	/	/	/	i	/	i	i	i	/	i	/
O=C(COc1ccc(S(=O)(=O)N2CCOCC2)cc1)N1CCN(c2ccccc2)CC1	i	i	-13	i	i	i	i	i	i	i	i
O=C(CN(C(=O)c1csnn1)c1ccccc1)NCCc1ccccc1	i	i	-7	i	i	i	i	i	i	i	i
O=C(c1ccc(S(=O)(=O)NCC2CCCO2)cc1)N1CCN(c2ccccc2F)CC1 (centres undefined)	i	i	-16	i	i	i	i	i	i	i	i
CN(Cc1cc2ccccc2[nH]c1=O)S(=O)(=O)c1ccccc1	i	i	-4	i	i	i	i	i	i	i	i
OC(c1ccc(Cl)cc1)C(CN1CCOCC1)c1ccccc1 (centres undefined)	i	i	-8	i	i	i	i	i	i	i	i
N#Cc1nc(-c2ccc(OCc3ccc(Cl)cc3)cc2)oc1NCc1cccnc1	i	i	-8	i	i	i	i	i	i	i	i
Cc1nc(-c2ccccn2)nc(SCC(=O)c2ccccc2)c1Cl	i	i	-9	i	i	i	i	i	i	i	i
CN(C)CCOC(=O)c1ccc(COc2ccccc2Br)o1	i	i	-8	i	i	i	i	i	i	i	i
Cc1ccc(/C=C/C(=O)O)cc1S(=O)(=O)Nc1ccccc1C(=O)O	i	i	0	i	i	i	i	i	i	i	i
CNC(=O)C1CCN(S(=O)(=O)c2c(C)noc2/C=C/c2cccc(OC)c2)CC1	i	i	-8	i	i	i	i	i	i	i	i
C#CCNC(=O)C1=C[C@H](c2coc3ccccc3c2=O)C[C@H](OCCCCO)O1	i	i	-4	i	i	i	i	i	i	i	i
CCCC(=O)Nc1nnc(CC(=O)OCC)s1	i	i	-3	i	i	i	i	i	i	i	i
C#CCOCCOCCOCCNc1nc(N2CCN(C(=O)[C@H](CCCCN)n3cc([C@@H](N)C(C)CC)nn3)CC2)nc(N2CCN(C(=O)[C@H](CCCCN)n3cc([C@@H](N)CO)nn3)CC2)n1 (some centres undefined)	i	i	-9	i	i	/	i	i	i	/	i
CCN(CC)C(=S)Oc1c(Cl)cccc1Cl	i	i	-5	i	i	i	i	i	i	i	i
CCn1cnc2cc(NC(=O)c3ccc(C)cc3)ccc21	i	i	-3	i	i	i	i	i	i	i	i
O=C(Nc1nnc(-c2ccc(F)cc2)s1)C1CCN(S(=O)(=O)c2ccc(Cl)cc2)CC1	i	i	-2	i	i	i	i	i	i	i	i
O=C(O)c1nc(-c2ccccc2)n(-c2cccc(C(F)(F)F)c2)n1	i	i	-7	i	i	i	i	i	i	i	i
Cc1ccccc1OCC(=O)NC(Cc1c[nH]c2ccccc12)C(=O)O (centres undefined)	i	i	0	i	i	i	i	i	i	i	i
Cc1cc(C)c(S(=O)(=O)n2c([N+](=O)[O-])cnc2C)c(C)c1	i	i	-9	i	i	i	i	i	i	i	i
Cc1c(C=O)c2ccccn2c1C(=O)c1cccc([N+](=O)[O-])c1	i	i	-7	i	i	i	i	i	i	i	i
COc1cccc2cc(C(=O)Nc3ccc(S(=O)(=O)NCC4CCCO4)cc3)c(=O)oc12 (centres undefined)	i	i	-10	i	i	i	i	i	i	i	i
COc1cc2c(cc1OC)CN(CC(=O)Nc1ccc(S(=O)(=O)N3CCCC3)cc1)CC2	i	i	-11	i	i	i	i	i	i	i	i
CCCCOC(=O)c1ccc(NC(=O)C(=O)CC(=O)c2ccc(OC)cc2)cc1	i	i	-6	i	i	i	i	i	i	i	i
COc1cccc(NC(=O)c2sc3nc(N4CCOCC4)c4c(c3c2N)CCCC4)c1	i	i	-16	i	-11*	i	i	i	i	i	i
COC(=O)c1nc(NC(=O)C(C)(C)C)n[nH]1	i	i	2	i	i	i	i	i	i	i	i
COc1ccc(Cl)cc1NC(=O)C(C)NC(c1ccccc1)c1ccccc1 (centres undefined)	i	i	-3	i	i	i	i	i	i	i	i
CN(C)S(=O)(=O)c1ccc(Cl)c(NC(=O)COC(=O)c2ccc3c(c2)NC(=O)CS3)c1	i	i	-11	i	i	i	i	i	i	i	i
Cc1ccc(-c2noc(-c3ccccc3Br)n2)cc1	i	i	-10	i	i	i	i	i	i	i	i
O=C(NCc1ccccc1Br)c1ccc2c(c1)OCCO2	i	i	-9	i	i	i	i	i	i	i	i
Cc1oc(-c2ccccc2F)nc1CS(=O)(=O)CC(=O)N1CCN(c2ccccc2)CC1	i	i	-5	i	i	i	i	i	i	i	i

An excerpt from above, limited to KCNK3 block and KCNK9 block:
structure	KCNK3 block	KCNK9 block
COC(=O)c1nc(NC(=O)C(C)(C)C)n[nH]1	i	i
COc1ccc(Cl)cc1NC(=O)C(C)NC(c1ccccc1)c1ccccc1 (centres undefined)	i	i

Further structures:
SMILES	RGS4 pot	KCNQ1 act	hERG protect	MrgX1 allo act	KCNK9 block	ANO1 activ	TMEM16A inh	MrgX1 agonist	KCNQ1 block	KCNK3 block	RGS4 block
CSCCC1NC(=O)NC1=O (centres undefined)	i	i	-2	i	i	/	i	i	i	/	i
CCc1ccc(-c2csc(NC(=O)C3CC(=O)N(c4ccc5c(c4)OCCO5)C3)n2)cc1 (centres undefined)	i	i	-15	i	i	i	i	i	i	i	i
Cc1nc(N2CCN(C(=O)c3ccco3)CC2)nc2c1C(=O)CC(C)C2 (centres undefined)	i	i	-13	i	i	i	i	i	i	i	i
CN=c1sc2ccccc2n1CC(O)COc1ccccc1 (centres undefined)	i	i	-14	i	i	i	i	i	i	i	i
CC12CCC(C(=O)N/N=C/c3ccc(O)cc3O)(OC1=O)C2(C)C (centres undefined)	i	i	-13	i	i	i	i	i	i	i	i
Cc1ccc(CN2[C@@H](CC3CCCCC3)COCCS2(=O)=O)cc1	i	i	-6	i	i	i	i	i	i	i	i
Cc1ccc(-c2nnc(Nc3ccc(CC(N)=O)cc3)c3ccccc23)cc1S(=O)(=O)NCC1CCCO1 (centres undefined)	i	i	-13	i	i	i	i	i	i	i	i
CSCCNC(C)=O	i	i	5.5*	i	i	/	i	i	i	/	i
CCOc1ccccc1/C=C(/NC(=O)c1ccccc1)C(=O)NCC(=O)O	i	i	-7	i	i	i	i	i	i	i	i
CC12CCC(=O)N1C(C(=O)N1CCN(S(=O)(=O)c3ccc(Br)cc3Cl)CC1)CS2 (centres undefined)	i	i	-12	i	i	i	i	i	i	i	i
COCCNc1ncnc2c1nc1n2CCCC1	i	i	0	i	i	i	i	i	i	i	i
CC(C)CN1C(=O)C(=O)N(CC(=O)c2ccc3c(c2)OCO3)C1=O	i	i	-5	i	i	i	i	i	i	i	i
CC(C)c1nnc(SCC(=O)N2CCN(C(=O)c3ccco3)CC2)n1N	i	i	-13	i	i	i	i	i	i	i	i
CCCN(CC(=O)Nc1ccccc1C)CC(=O)Nc1ccc(Br)cc1F	i	i	-2	i	i	i	i	i	i	i	i
Cc1ccc2cc(C#N)c(NCCNC(=S)NCCCN3CCOCC3)nc2c1	i	i	-13	i	i	i	i	i	i	i	i
O=C(OCC(=O)N1CCN(C(=O)c2ccco2)CC1)c1ccccc1	i	i	1	i	i	i	i	i	i	i	i
CC(C)Cc1nnc(NC(=O)CCC(=O)NC2CCCC2)s1	i	i	-3	i	i	i	i	i	i	i	i
COc1ccc(NC(=O)CSc2nc3ccccc3c(=O)n2CCCC(=O)NCC2CCCO2)c(OC)c1 (centres undefined)	i	i	-9	i	i	i	i	i	i	i	i
O=C(NCc1nc2ccccc2[nH]1)c1ccc(S(=O)(=O)N2CCOCC2)cc1	i	i	-11	i	i	i	i	i	i	i	i
CCC(=O)c1ccc(OCC(=O)OCC(=O)c2cc(C)n(C)c2C)cc1	i	i	-4	i	i	i	i	i	i	i	i
CCOc1ccc(NC(=O)CN2C(=O)CCSc3ccc(S(=O)(=O)N4CCCC4)cc32)cc1	i	i	-10	i	i	i	i	i	i	i	i
CCN(CC)CCN(C(=O)C1CCCCC1)c1nc2cc3c(cc2s1)OCO3	i	i	-9	i	i	i	i	i	i	i	i
O=C(CNC(=O)c1ccccc1Br)N/N=C/c1ccc(O)cc1	i	i	1	i	i	i	i	i	i	i	i
C=CCn1c(COc2cccc(C)c2)nnc1SCn1nnc2ccccc2c1=O	i	i	-12	i	i	i	i	i	i	i	i
CC(O)CNCCCOc1cccc(Oc2ccccc2)c1 (centres undefined)	i	i	-5	i	i	i	i	i	i	i	i
Cc1cc(C)n(C(=O)COc2c(C)cccc2C)n1	i	i	-6	i	i	i	i	i	i	i	i
